# MT1-MMP txn act = MT1-MMP promoter transcription activation | HT1080 MT1-MMP promoter luciferase reporter, luminescence, overnight; hits give high values | activation factor at 10 µM | hit rate 0.16% among 86,000 | AID 750;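 active = activation factor of at least 2 for MT1-MMP transcription at 10 µM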
# Calb biofilm kill = kills Candida albicans biofilms; C. albicans biofilm + clotrimazole, Alamar Blue; inhibition, % at 6 µM; hit rate 0.14% among 85,000; AID 834;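 active = inhibition above 20%; inactive = inhibition below 20%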;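 also: preformed 24 hr biofilms exposed to compound for 48 hr; 0% = biofilm without compound and 100% = blank killed by clotrimazole plus chlorhexidine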
# ERb SRC1 inh = blocks coactivator binding to human estrogen receptor beta. Q92731. TR-FRET ER-beta LBD / SRC1-Cy5 peptide binding; receptor agonist-loaded with 1 µM estradiol. inhibition, % at 25.6 µM. hit rate 1.3% among 86,000. AID 633;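 active = compounds whose percent inhibition of the receptor-coactivator binding signal exceeds about 50% in the single-dose screen, limit read from the data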;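 also: 0% = receptor plus peptide wells without compound and 100% = peptide-only wells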
# Mac1 fbg inh = inhibitors of human CD11b/CD18 binding to fibrinogen | K562 CD11b/CD18 adhesion to fibrinogen, ATPlite luminescence; Mn2+ added to activate the integrin | hit rate 0.54% among 93,000 | inhibition, % at 10 µM | AID 1497 | P05107+P11215;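 active = primary inhibition of 50% or more at 10 µM, then 40% or more on retest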; also: some results filed as inactive read as strong as hits
# Target sequence (P05107 whole entry, looked up, other chains not shown): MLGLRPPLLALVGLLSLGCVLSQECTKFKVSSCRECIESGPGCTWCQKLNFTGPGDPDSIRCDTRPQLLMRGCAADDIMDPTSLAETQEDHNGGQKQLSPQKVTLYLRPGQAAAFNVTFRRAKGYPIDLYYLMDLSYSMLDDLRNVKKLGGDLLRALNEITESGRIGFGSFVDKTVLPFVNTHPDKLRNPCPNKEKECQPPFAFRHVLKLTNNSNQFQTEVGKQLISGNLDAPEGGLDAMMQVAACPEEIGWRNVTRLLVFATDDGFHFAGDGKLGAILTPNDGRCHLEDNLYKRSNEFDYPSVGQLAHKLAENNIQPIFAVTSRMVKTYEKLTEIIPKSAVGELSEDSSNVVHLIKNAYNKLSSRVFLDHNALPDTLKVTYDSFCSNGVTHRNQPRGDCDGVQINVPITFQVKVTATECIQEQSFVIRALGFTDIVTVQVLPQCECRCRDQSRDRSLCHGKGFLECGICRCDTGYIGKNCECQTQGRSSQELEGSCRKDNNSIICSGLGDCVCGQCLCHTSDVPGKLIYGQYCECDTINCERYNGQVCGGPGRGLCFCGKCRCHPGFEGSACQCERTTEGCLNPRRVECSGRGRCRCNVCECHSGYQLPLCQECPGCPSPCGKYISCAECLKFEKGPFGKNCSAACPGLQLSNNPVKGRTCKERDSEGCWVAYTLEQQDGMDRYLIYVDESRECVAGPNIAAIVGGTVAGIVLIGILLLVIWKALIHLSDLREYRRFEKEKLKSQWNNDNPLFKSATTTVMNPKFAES
# ERa SRC1 pot = enhances coactivator binding to human estrogen receptor alpha. AID 639. hit rate 1.3% among 86,000. P03372. TR-FRET ERalpha-LBD/SRC-Cy5 coactivator binding, 2 h; 100 = basal binding, no effect. coactivator binding (% of control), % at 25.6 µM; in the data active = activity above about 200%;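 also: binding measured in presence of low estradiol as agonist stimulus; 0% = peptide alone without receptor and 100% = receptor with peptide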
# Mac1 fbg enh = increases human CD11b/CD18 adhesion to fibrinogen. K562 CD11b/CD18 adhesion to fibrinogen, ATPlite luminescence. activation, % at 10 µM. hit rate 0.07% among 93,000. AID 1499;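 active = 10 µM primary screen giving 50% or more activity, confirmed by 40% or more on retest at that dose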; also: strong numbers were not always called active; reference of the scale not given here
# sEH inh = soluble epoxide hydrolase (human) inhibition | hit rate 0.34% among 91,000 | inhibition, % at 2 µM | recombinant human sEH enzymatic activity assay | P34913; in the data active = inhibition above about 80%; also: values of inactives mirror those of a sister screen read the other way; many of its hits are not listed in these tables
# Smad3 inh = inhibitors of human Smad3 transcription factor binding. TR-FRET Smad3/Dy647-FoxH1 peptide binding, europium anti-His. P84022. inhibition, % at 25 µM. hit rate 0.29% among 88,000. AID 630;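 active = compounds that reduce the energy-transfer binding signal between the protein and its labelled peptide by more than half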;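 also: 0% = Smad3 plus labelled peptide maximal FRET and 100% = peptide-only background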
# sEH act = increases human soluble epoxide hydrolase activity; P34913; purified human sEH enzymatic activity, activator screen; activation, % at 2 µM; hit rate 0.04% among 91,000; AID 717; in the data active = activation above about 37%; also: values of inactives mirror those of a sister screen read the other way
# * = called active by the depositor; · = not tested or not shown; [ ] = remark or other dose. A portion of the library (hit frequency here may not be typical).
SMILES,MT1-MMP txn act,Calb biofilm kill,ERb SRC1 inh,Mac1 fbg inh,ERa SRC1 pot,Mac1 fbg enh,sEH inh,Smad3 inh,sEH act
CC(C)n1c(CN2CCN(C)CC2)nc2c1c(=O)n(C)c(=O)n2C,0.9,9,3,·,104,·,13,-11,-15
CC(C)(C)c1ccc(-c2noc(CCC(=O)NCC3CCCO3)n2)cc1 (stereo unspecified),0.5,-1,-7,22,100,0,-2,-9,2
CCOC(=O)CSc1nnc(-c2ccc(Cl)cc2Cl)o1,1,8,-4,1,122,-5,-6,7,5
O=C(CSc1nnc(-c2ccco2)n1Cc1ccccc1)c1ccccc1,1.7,·,0,3,86[fluorescence artefact?],0,-4,-1,3
COCCCN1C(=O)C(O)=C(C(=O)c2ccco2)C1c1ccccc1 (stereo unspecified),1.1,8,-4,-5,87,-6,·,4[fluorescence artefact?],·
O=C(COC(=O)COc1ccccc1Cl)Nc1ccccc1OC(F)F,·,·,·,4,·,-3,-15,·,16
CCSc1nnc(Cn2c(=O)sc3ccccc32)n1-c1ccc(OC)cc1,1.2,13,12[fluorescence artefact?],·,82,·,·,1,·
Cc1ccc(NC2=NCC(=O)N2Cc2ccc3c(c2)OCO3)c(C)c1,1,4,5,·,97,·,·,-4,·
CCCCNC(=O)CCCn1c(=O)c2ccccc2n(CC(=O)NCCC2=CCCCC2)c1=O,1,2,2,-2,100,2,18,8,-19
Cc1ccccc1P(=O)(CO)c1ccccc1C,1.2,·,-3,-11,128,-4,-12,-4,10
CCOC(=O)N1CCC(Nc2c(-c3ccc(C)cc3)c(=O)c2=O)CC1,1.2,2,-6,·,102,·,7,-2,-7
CN(C)c1ccc(CNn2cnnc2SCc2ccccc2F)cc1,1.6,10,-10,-18,104,6,3,6,-2
Cc1cccc(C(=O)O/N=C2\CCS(=O)(=O)c3sccc32)c1,·,·,·,4,·,-4,-13,·,11
CCc1c(C)nc2cc(-c3ccc(OC)cc3)[nH]n2c1=O,1.5,5,0,-10,92,3,·,3,·
CCC(C)NC(=O)C1CCN(S(=O)(=O)c2cccc3cccnc23)CC1 (stereo unspecified),1.1,6,-8[fluorescence artefact?],-13,104,-4,-5,2,6
COc1ccc(NC(=O)CCN2CCN(S(=O)(=O)c3cc(Cl)ccc3OC)CC2)cc1,1.2,6,-7,-22,98,0,16,4,-17
Cc1nc(=O)c(-c2ccccc2)c(C)n1-c1cccc(C(=O)O)c1,1.1,4,-1,0,122,-3,-3,7[fluorescence artefact?],5
CC(=O)/C(=N\Nc1ccccc1)Oc1ccc([N+](=O)[O-])cc1,1.2,·,-9,·,119,·,1,0,4
O=C(CSc1nnc(-c2cccnc2)n1Cc1ccco1)c1ccc2ccccc2c1,1,-5,7,-13,104,-1,0,4,0
Cc1nn(-c2ccccn2)c2c1-c1nc(N3CCOCC3)ncc1CC2,1.3,-1,-5,0,120,-2,11,7,-8
CC(=O)Nc1ccc(S(=O)(=O)NC2(C(F)(F)F)NC(=O)N(C3CCCC3)C2=O)cc1 (stereo unspecified),1,7,-20,-8,117,-1,7,-3,-5
c1ccc(-c2ccc(-c3ccccn3)nn2)nc1,·,5,4[fluorescence artefact?],-7,84,2,·,4,·
COC(=O)c1ccc2[nH]c(C)c(CN3CCCC3)c(=O)c2c1,1.2,-3,6,-10,98,1,·,5,·
O=C(Nc1ccccc1N1CCN(C(=O)c2ccc(Cl)cc2)CC1)c1cc(Br)ccc1Cl,1.2,1,-8,-2,104,0,4,8,0
CCOc1ccc(CNC(=O)CCn2c(=O)oc3ccccc32)cc1,1.1,·,·,-4,·,3,6,·,-6
# Additional structures:
SMILES,MT1-MMP txn act,Calb biofilm kill,ERb SRC1 inh,Mac1 fbg inh,ERa SRC1 pot,Mac1 fbg enh,sEH inh,Smad3 inh,sEH act
CC(C)CN1C(=O)c2ccc(NC(=O)c3cccs3)cc2C1=O,1.3,4,2,-4,112,-2,21,25[fluorescence artefact?],-22
O=C(NC1CCCC1)c1csc2c1CCCC2,1.1,7,-5,4,93,-3,-6,16[fluorescence artefact?],7
CC(=NCCCNC1CCCCC1)C1=C(O)CC(C)(C)CC1=O,1.1,·,·,7,·,2,-9,·,7
CCn1c(SCC(=O)N2CCCC2)nnc1-c1ccc(S(=O)(=O)N2CCCCCC2)cc1,1.1,1,-4,-7,124,-3,3,-10,-4
Nc1cc(N)nc(SCC(=O)Nc2ccccc2)n1,1.1,5,0,·,104,·,-1,5,7
CCOC(=O)Nc1sc2c(c1C#N)CCCC2,1.7,3,-16,-8,90,-4,-21,-7,19
Cc1cccc(-c2noc(CN(C(=O)c3ccc4c(c3)OCO4)C(C)C)n2)c1,1,2,3,12,114,3,2,-1,-1
CCOC(=O)c1ccc(NCn2c(=O)oc3ccccc32)cc1,1.4,6,7[fluorescence artefact?],-3,124,1,-20,12[fluorescence artefact?],21
CN1CCN(c2c3c(c(C#N)c4nc5ccccc5n24)CCCC3)CC1,1.1,9,12,·,99,·,·,7,·
COc1ccccc1NC(=O)c1ccc(NS(C)(=O)=O)cc1,1,0,-2,-27,113,-4,2,1,0
C/C(=C1/SC(N2CCOCC2)=NC1=O)c1ccc(Cl)cc1,1.3,11,-7,-2,115,-2,·,10,·
CC(=O)Nc1ccc(S(=O)(=O)N2CCN(CC(O)COc3ccc4ccccc4c3)CC2)cc1 (stereo unspecified),1.1,-5,8[fluorescence artefact?],19,96,1,11,1,-9
CC(=O)N1CCN(C(=O)COc2ccc(Br)cc2)CC1,1,1,-1[fluorescence artefact?],-19,105,0,12,-14,-10
CCOC(=O)C1=C(C)NC(SC(C)=O)=NC1c1ccc(OC(C)=O)c(OC)c1 (stereo unspecified),1.2,0,2,30,90,-2,-9,-2,10
CCOC(=O)c1cnn(-c2nc3c(C)cccc3s2)c1C(F)(F)F,·,·,·,-5,·,2,-1,·,4
Cc1cc(NC(=O)CSc2nc3c(c(=O)n2-c2ccccc2)SC(C)C3)no1 (stereo unspecified),1,4,-7[fluorescence artefact?],0,140,-1,·,12,·
Cc1cccc(NC(=O)c2cc(N3C(=O)CCC3=O)ccc2Cl)n1,1.1,3,8,·,112,·,-5,-9,8
COC(=O)c1c(C)nc2ccccc2c1C(=O)O,1.2,1,15,·,96,·,3,-8,-2
CNC(=O)c1[nH]cnc1C(=O)Nc1ccc(C)cc1,1.5,1,-11,·,97,·,3,6,0
Clc1ccc(Nc2ncnc3c2cnn3-c2ccccc2)cc1,1.2,-19,28,-47,80[fluorescence artefact?],0,·,-4,·
C=CCOC(=O)C1=C(C)N(C)C(=O)NC1c1cc2c(cc1Br)OCO2 (stereo unspecified),1.1,8,-27,-9,106[fluorescence artefact?],-5,·,7,·
Cc1ccc2c(c1)c(C)c(C)n2CC(O)CN1CCCCC1C (stereo unspecified),1.3,14,-8,0,103[fluorescence artefact?],-1,·,4,·
COc1ccccc1-n1nnnc1SCc1ccccc1,1.1,3,-16,4,97,2,3,-3,0
O=C1CCC(/C=C/c2ccccc2)=NN1Cc1ccccc1Cl,1.2,-5,-2,0,75,-2,8,19[fluorescence artefact?],-8
CCOC(=O)c1ccc(N2C(=O)c3n[nH]c(C)c3C2c2ccco2)cc1 (stereo unspecified),1.1,2,-8[fluorescence artefact?],62,44,2,-3,1,1

# No new results follow: an excerpt of the list.
SMILES,MT1-MMP txn act,Calb biofilm kill,ERb SRC1 inh,Mac1 fbg inh,ERa SRC1 pot,Mac1 fbg enh,sEH inh,Smad3 inh,sEH act
O=C1CCC(/C=C/c2ccccc2)=NN1Cc1ccccc1Cl,1.2,-5,-2,0,75,-2,8,19[fluorescence artefact?],-8
CCOC(=O)c1ccc(N2C(=O)c3n[nH]c(C)c3C2c2ccco2)cc1 (stereo unspecified),1.1,2,-8[fluorescence artefact?],62,44,2,-3,1,1

# The listing picks up with the 2 entries that preceded the break.
SMILES,MT1-MMP txn act,Calb biofilm kill,ERb SRC1 inh,Mac1 fbg inh,ERa SRC1 pot,Mac1 fbg enh,sEH inh,Smad3 inh,sEH act
O=C1CCC(/C=C/c2ccccc2)=NN1Cc1ccccc1Cl,1.2,-5,-2,0,75,-2,8,19[fluorescence artefact?],-8
CCOC(=O)c1ccc(N2C(=O)c3n[nH]c(C)c3C2c2ccco2)cc1 (stereo unspecified),1.1,2,-8[fluorescence artefact?],62,44,2,-3,1,1
Oc1ccc2ccccc2c1N=Nc1ccccn1,·,·,·,2,·,-3,0,·,2
Cc1ccc(NS(=O)(=O)c2ccc(CCC(=O)NC3CC3)cc2)cc1,1.1,1,1[fluorescence artefact?],13,118[fluorescence artefact?],1,0,1,-1
O=C(O)c1n[nH]c2c1CCCCC2,1.2,-1,-3,1,86,-4,0,-11[fluorescence artefact?],0
CC1CC(C)(C)N(C(=O)CN2C(=O)c3ccccc3C2=O)c2ccccc21 (stereo unspecified),1.2,0,9,·,87,·,-11,-6,9
COCCN(CCOC)C(=O)c1c[nH]c2ccc(S(=O)(=O)N(C)c3ccc(F)cc3)cc2c1=O,1.2,2,17[fluorescence artefact?],-4,52[fluorescence artefact?],-7,-5,8,3
CC(/C=C/c1cccs1)=C\C(=O)O,1,-7,0,·,118[fluorescence artefact?],·,12,-6,-12
Cn1c(Cl)c(/C=N/OC(=O)c2cccc(Cl)c2)c2ccccc21,·,·,·,-11,·,-4,-8,·,6
CCCc1cc(C(=O)NCc2cccnc2)no1,·,4,-3[fluorescence artefact?],-5,105,-2,0,1,0
O=C(Cn1nnc(-c2ccc(CN3CCOCC3)cc2)n1)Nc1nc(-c2ccccc2)cs1,0.9,11,9[fluorescence artefact?],-1,131,0,9,2,-8
N#CC1=C2SCN(c3ccc(F)cc3)CN2C(=O)CC1c1cccc(F)c1 (stereo unspecified),1.2,9,1,1,92[fluorescence artefact?],-2,7,11[fluorescence artefact?],-8
CCc1ccc(NC(=S)NC2CC3CCCC(C2)N3Cc2cccs2)cc1 (stereo unspecified),·,·,·,2,·,-4,51,·,-50
Cc1cc(N2CCCc3ccccc32)n2ncnc2n1,1.1,0,-2,4,128,2,·,2,·
CCNC(=O)Cc1ccc(Br)cc1,1.2,1,-7,-6,95,-8,12,7,-11
N#Cc1c(NC(=O)CCn2cnc3ccccc3c2=O)oc(-c2ccccc2)c1-c1ccccc1,1.3,9,-21[fluorescence artefact?],10,108,6,6,3,-4
CCN(CC)CCCN1C(=O)c2oc3ccccc3c(=O)c2C1c1cccnc1 (stereo unspecified),1.1,6,-4,-8,111,-2,6,4,-4
Cc1cccc(CS(=O)(=O)Cc2ccc(C(=O)NCCCN3CCCC3)o2)c1,0.9,-5,-6,-14,94,4,-15,-2,14
Cc1cccc2cc(CN(Cc3ccc4c(c3)OCO4)Cc3nnnn3C3CCCC3)c(=O)[nH]c12,·,·,·,6,·,-3,-1,·,1
Cc1nn(C)c(C)c1/C=C1/SC(=S)NC1=O,·,·,·,32,·,-2,-11,·,13
COc1ccc(COc2ccsc2C(=O)Nc2ccc(Cl)cc2)cc1,·,·,·,1,·,-1,3,·,-1
CCN1CCN(S(=O)(=O)c2cccs2)CC1,1.2,2,2[fluorescence artefact?],0,102,-1,-20,-1,20
CCn1nnnc1SCC(=O)c1ccc(NC(C)=O)cc1,1.2,5,-3,14,94,-1,·,4,·
CC1=C(C)CC(C(=O)N2CCN(Cc3ccccc3)CC2)C(C(=O)O)C1 (stereo unspecified),1.3,3,2,6,132,2,1,-1,0
CCC(=O)NCc1cc(-c2nn(C)c(=O)c3ccccc23)ccc1C,1.1,4,-7,-6,115[fluorescence artefact?],1,-6,-15,5
O=C(CS(=O)(=O)Cc1ccccc1)N1CCN(c2cccc(C(F)(F)F)c2)CC1,1.1,-2,9,4,84,-1,2,5,-2
Cc1ccc(N2C(N)=C(C#N)C(c3ccsc3)C3=C2CC(C)(C)CC3=O)cc1 (stereo unspecified),1.2,5,-8,·,95,·,2,13,-2
CCN(CC)C(=O)CSc1nc2nc(C)cc(C)c2c(=O)[nH]1,1.1,5,0[fluorescence artefact?],-47,113,-3,-10,6,7

# Screens from PubChem.
